E coli Lon inh: inhibitors of E. coli Lon protease, primary screen, biochemical, fluorescence polarization. P0A9M0. purified E. coli Lon protease. actives 0.42% (n = 360,000). inhibition, % at 7.94 µM; in the data active = inhibition above about 13%, passing the limit was not always enough;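 note: 0% = enzyme with probe and DMSO and 100% = no enzyme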
LMPTP inh: LMPTP phosphatase inhibitors, primary screen, biochemical, fluorescence intensity, uHTS | Low molecular weight phosphotyrosine protein phosphatase (Homo sapiens), P24666 | recombinant LMPTP-A, OMFP fluorogenic substrate | inhibition, % at 20 µM | actives 0.22% (n = 360,000) | AID 651560, 2012;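 active = compounds that cut the enzyme signal by at least half of the control window in the single-dose screen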;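 note: plate controls were DMSO wells with enzyme plus substrate for no effect and substrate without enzyme for full effect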
Target sequence (P24666 whole entry, looked up): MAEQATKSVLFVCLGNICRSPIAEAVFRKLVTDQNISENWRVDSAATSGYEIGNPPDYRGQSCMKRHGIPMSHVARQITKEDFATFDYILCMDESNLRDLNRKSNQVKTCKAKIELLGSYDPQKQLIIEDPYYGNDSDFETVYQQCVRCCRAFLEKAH
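test system = LMPTP-A | amount = 0.625 nM LMPTP-A final | reagent = fluorogenic phosphatase substrate OMFP at 400 µM final | incubation = 50 min at room temperature | benchmarks = no-enzyme low control, uninhibited high control | medium = Bis-Tris pH 6.0, DTT, detergent | signal = fluorescence intensity of OMFP turnover product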
Tb MetRS inh: T. brucei MetRS inhibitors, primary screen, biochemical, luminescence; methionyl-tRNA synthetase (Trypanosoma brucei brucei); actives 0.4% (n = 360,000); purified T. brucei MetRS, ATP depletion, Kinase-Glo luminescence; inhibition, % at 11.9 µM;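 active = inhibition above a per-plate cutoff of the control wells' mean inhibition plus 3 SD, cut at about 5.5% in these data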;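 note: 0% = DMSO wells median and 100% = median of wells with control inhibitor compound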
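Assay system: T. brucei methionyl-tRNA synthetase, purified | Medium: HEPES buffer with MgCl2, KCl, DTT, spermine, BSA, pyrophosphatase | Compound: 11.9 µM single point | Incubation: 15 min enzyme-compound preincubation, 2 h reaction, 10 min detection, 25 °C | Measured by: Kinase-Glo luciferase luminescence reporting remaining unconsumed ATP | Measure: % inhibition normalized to control-well medians | Replication: Singlicate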
STEP inh: STEP phosphatase inhibitors, primary screen, biochemical, fluorescence intensity, uHTS; actives 0.25% (n = 360,000); Tyrosine-protein phosphatase non-receptor type 5 (Homo sapiens), P54829; recombinant STEP, OMFP fluorogenic substrate; inhibition, % at 20 µM;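 active = inhibition at 20 µM, scaled per plate between control wells, above about 37%, limit read from the data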;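 note: 0% = DMSO with enzyme and substrate and 100% = substrate only without enzyme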
Target sequence (P54829 whole entry, looked up): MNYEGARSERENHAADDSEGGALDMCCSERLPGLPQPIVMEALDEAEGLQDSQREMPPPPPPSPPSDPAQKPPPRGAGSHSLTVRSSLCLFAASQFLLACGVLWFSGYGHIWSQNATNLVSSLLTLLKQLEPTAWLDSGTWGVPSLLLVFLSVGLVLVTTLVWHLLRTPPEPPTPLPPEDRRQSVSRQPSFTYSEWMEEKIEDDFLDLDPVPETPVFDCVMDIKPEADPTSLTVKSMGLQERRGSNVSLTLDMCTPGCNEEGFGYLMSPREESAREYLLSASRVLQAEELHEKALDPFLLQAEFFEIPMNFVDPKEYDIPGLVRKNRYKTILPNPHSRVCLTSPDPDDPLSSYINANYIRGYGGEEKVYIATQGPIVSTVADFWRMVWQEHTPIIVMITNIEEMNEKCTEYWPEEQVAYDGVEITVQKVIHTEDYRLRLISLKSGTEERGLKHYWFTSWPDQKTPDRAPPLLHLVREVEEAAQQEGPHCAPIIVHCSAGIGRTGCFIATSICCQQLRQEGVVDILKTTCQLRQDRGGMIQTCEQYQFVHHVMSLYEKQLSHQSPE
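Material: STEP (striatal-enriched tyrosine phosphatase) enzyme, cell-free; Compound dosing: 20 µM single dose in 1% DMSO; Technique: fluorescence read at 480 nm ex / 540 nm em; Times: reaction 20 min, ambient temperature; Medium: 50 mM Bis-Tris pH 6.0 with 2.5 mM DTT and 0.005% Tween 20; Also added: OMFP at 25 µM.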
NRP1-CendR mod: modulators of CendR peptide binding to NRP-1, primary screen, biochemical, fluorescence polarization, uHTS | inhibition, % at 25 µM | FAM-RPARPAR peptide binding to NRP-1 | Neuropilin-1 (Homo sapiens), O14786 | actives 0.85% (n = 360,000);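 active = inhibition or corrected inhibition above about 18%, plus a signal ratio from 0.5 to 1.5, limit read from the data, passing the limit was not always enough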; note: strong numbers were not always called active
MsrA inh: bovine MsrA enzyme inhibitors, primary screen, biochemical, absorbance, HTS | purified bovine MsrA, absorbance read-out | AID 651718, 2012 | actives 0.75% (n = 360,000) | Methionine sulfoxide reductase A (Bos taurus) | inhibition, % at 15.5 µM; in the data active = inhibition above about 4.5%;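 note: 0% = vehicle wells with enzyme and 100% = reference inhibitor wells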
DNMT1 block: human DNMT1 methyltransferase inhibitors, primary screen, biochemical, molecular beacon, fluorescence, HinP1I cleavage, uHTS; inhibition (reported as % activation of signal), % at 10 µM; DNA (cytosine-5)-methyltransferase 1 (Homo sapiens), P26358; actives 0.83% (n = 360,000); in the data active = inhibition above about 50%
Scp-1 inhibitor: Scp-1 phosphatase inhibitors, primary screen, biochemical, colorimetric, uHTS | Carboxy-terminal domain RNA polymerase II polypeptide A small phosphatase 1 (Homo … | Recombinant Scp1, phosphopeptide, malachite green phosphate absorbance | inhibition, % at 20 µM | actives 0.88% (n = 340,000);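 active = inhibition above about 50% at 20 µM, limit read from the data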;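 note: plate controls were DMSO wells with enzyme for no effect and wells lacking enzyme for full effect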
Target sequence (Q9GZU7 76-261 limits assumed): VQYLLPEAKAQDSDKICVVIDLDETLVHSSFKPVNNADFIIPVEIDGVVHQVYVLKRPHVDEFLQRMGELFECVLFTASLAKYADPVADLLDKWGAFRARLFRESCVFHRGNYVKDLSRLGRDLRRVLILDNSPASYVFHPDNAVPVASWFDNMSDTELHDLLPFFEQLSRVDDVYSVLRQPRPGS
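Test system: SCP-1 catalytic domain; Buffer or medium: Acidic Tris acetate buffer with magnesium and detergent; Also added: Phosphorylated 17-residue peptide substrate; Compound: single 20 µM dose, 1% DMSO; Schedule: enzyme reaction 45 min at room temperature, colour 5 min, stabilisation 30 min; Signal: Phosphate-binding colour reagent, absorbance read at 630 nm.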
SUMO1-SIM PPI: modulators of SUMO1 protein-protein interactions, primary screen, biochemical, uHTS. Small ubiquitin-related modifier 1 (Homo sapiens), P63165. SUMO1 binding to a labelled peptide, TR-FRET, 1 h. inhibition, % at 20 µM. actives 0.33% (n = 360,000). AID 602429, 2012; in the data active = inhibition above about 37%
Target sequence (P63165 whole entry, looked up): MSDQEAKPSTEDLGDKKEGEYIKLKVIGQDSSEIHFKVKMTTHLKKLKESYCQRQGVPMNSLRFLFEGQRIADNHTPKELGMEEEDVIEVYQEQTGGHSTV
bovine MsrA act: bovine MsrA enzyme activators, primary screen, biochemical, absorbance, HTS; actives 0.3% (n = 360,000); Methionine sulfoxide reductase A (Bos taurus); purified bovine MsrA, absorbance read-out; activation, % at 10.6 µM; in the data active = activation above about 7.5%;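 note: 0% = vehicle and 100% = reference activator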
Numbers without * were called inactive; / = not tested or not shown.

SMILES | E coli Lon inh | LMPTP inh | Tb MetRS inh | STEP inh | NRP1-CendR mod | MsrA inh | DNMT1 block | Scp-1 inhibitor | SUMO1-SIM PPI | bovine MsrA act
CCN(CC)S(=O)(=O)c1ccc2nc(SC)sc2c1 | -12 | -1.5 | 0.4 | -3 | 4 | 1.0 | 2 | -3 | 3 | -2
CN(C)S(=O)(=O)c1cccc(NC(=S)N/N=C/c2ccco2)c1 | -7 | -0.1 | -0.9 | 0 | -11 | 3.5 | -3 | 0 | -7 | -7
CCC(C)(C)NC(=O)C(c1ccccc1Cl)N(C(=O)CCC(=O)Nc1cc(C)on1)c1ccc(NC(C)=O)cc1 (stereo unspecified) | -1 | -5.1 | -1.0 | -8 | 3 | 0.4 | 10 | 4 | 4 | -3
O=[N+]([O-])c1cc2c(c3cccnc13)COCO2 | -5 | 13 | 0.2 | 0 | 17 | 2.3 | 23 | 62* | -21 | -3
Cc1oc2c(c1C(=O)Nc1ccc(C(=O)O)cc1)CCCC2 | -5 | -2.5 | -0.4 | 2 | -21 | -0.2 | 25 | -5 | 2 | -11
COC(=O)CSc1nc2cc(C)ccc2cc1C#N | 6 | 1.7 | 0.2 | 3 | -1 | 1.4 | -8 | -3 | -10 | -1
CCN1C(=O)N[C@@H](c2cccs2)C(C(=O)OC)=C1C | -4 | -1.3 | -0.1 | 4 | 7 | 1.0 | 0 | -8 | -3 | -2
N/C(=N\OC(=O)CCCN1C(=O)c2ccccc2C1=O)c1ccc(Br)cc1 | 3 | -0.7 | -0.8 | 0 | -2 | -0.6 | 2 | 3 | -5 | -2
O=S(=O)(Nc1nc2ccccc2nc1N1CCc2ccccc2C1)c1ccc(Cl)cc1 | -18 | 0.9 | -1.4 | -3 | -50 | 1.9 | -1 | 2 | -6 | -7
CCc1nnc(NC(=O)C2c3ccccc3Oc3ccccc32)s1 | 19* | 0.1 | -0.6 | -1 | 3 | -1.1 | -4 | -11 | 3 | -1
CC(NC(=O)COc1ccccc1)C(=O)NC1=NCCS1 (stereo unspecified) | 9 | 0.4 | -0.1 | 0 | 2 | -1.0 | 1 | 6 | -2 | -4
CC1CC(=O)N(C)c2cc([N+](=O)[O-])ccc2N1 (stereo unspecified) | 4 | -0.8 | -0.5 | -3 | -10 | 1.0 | -2 | -17 | -16 | -4
COc1cccc(-c2nnn(CC(=O)N3CCC(C)CC3)n2)c1 | 1 | 0.2 | -0.6 | -2 | -4 | 1.7 | 3 | -6 | 5 | 0
Cc1ccc(-c2csc(NC(=O)C3CC=CCC3C(=O)O)c2C(=O)OC(C)C)cc1 (stereo unspecified) | 3 | 1.9 | -1.2 | 1 | -5 | -1.0 | 11 | -2 | 8 | -8
CCOc1ccccc1OCCCC(=O)Nc1ccc(Cl)c(S(=O)(=O)N2CCOCC2)c1 | 0 | 1.4 | -0.3 | 1 | 2 | -0.7 | -1 | -5 | 6 | -4
Cc1ccnc2c1ccc1ccccc12 | 11 | 0.8 | -1.2 | -3 | -1 | -0.4 | 4 | 2 | 2 | -11
CSc1ccc(CNc2ccc(Cl)cc2)cc1 | -5 | 1.3 | -0.9 | -1 | -8 | 0.7 | 9 | 1 | -1 | -6
CCOC(=O)CNC(=O)c1cc2c(=O)[nH]c3ccc(C)cc3c2s1 | -6 | -0.3 | 0.1 | -1 | -2 | 0.5 | 4 | -4 | -10 | -2
CC(=O)Nc1ccc(NC(=O)Cn2c(=O)n(-c3ccc(F)cc3)c(=O)c3oc4ccccc4c32)cc1 | -6 | 0.1 | 0.3 | 1 | 18 | 0.2 | -2 | -2 | 2 | -1
CCOC(=O)c1sc2nc(N3CCOCC3)c3c(c2c1N)CCCC3 | -6 | 2.8 | -0.4 | 0 | 3 | -0.4 | -8 | -3 | 1 | -4
Cc1ccc(C(=O)OCC(=O)NNC(=O)c2ccc([N+](=O)[O-])cc2)o1 | -5 | 14 | 0.0 | 4 | -6 | 1.4 | 2 | 5 | 1 | -2
COc1ccc(C(=O)OC2CCN(c3ncc(C(F)(F)F)cc3Cl)CC2)cc1 | 2 | 4.6 | -0.3 | 6 | -16 | -0.2 | 4 | -4 | 4 | 1
CN(Cc1ccccc1)S(=O)(=O)c1ccc(OCC(=O)NCc2ccncc2)cc1 | 6 | -0.1 | -1.2 | 0 | 0 | 0.8 | 0 | 7 | 3 | -10
CC1CN(C(=O)Nc2ccc(F)cc2F)CC(C)O1 (stereo unspecified) | -2 | -0.7 | -0.2 | -1 | -4 | -0.3 | 2 | -7 | -1 | 0
C=CCN1C(=O)C(CC(=O)Nc2ccccc2)SC1=Nc1ccc(S(N)(=O)=O)cc1 (stereo unspecified) | -2 | 2.1 | 0.0 | 1 | -4 | -0.9 | -4 | -6 | -2 | -2
CC1Cc2ccccc2N1C(=O)CSc1nc(-c2ccco2)cc(C(F)(F)F)n1 (stereo unspecified) | -4 | 1.1 | 0.7 | 12 | -12 | 1.3 | -2 | -5 | 4 | 0
CCOC(=O)c1ccc(NC(=O)c2nc[nH]c2C(=O)N[C@@H](CC(C)C)C(=O)OCc2ccccc2)cc1 | -8 | 1.8 | 0.0 | 0 | 16 | 1.4 | -19 | -14 | 0 | -2
Cc1cc[n+](CCc2ccccc2)cc1C | -2 | 0.1 | -1.0 | -3 | 12 | -0.6 | 3 | -4 | 4 | -2
O=C(CCCNS(=O)(=O)c1cccc2nsnc12)NCCc1ccccc1 | 8 | -1.1 | -0.6 | -1 | 8 | -1.1 | 1 | -2 | -29 | -2
COC(=O)c1oc2ccccc2c1N | 3 | -1.6 | -1.1 | 0 | -1 | -0.1 | 2 | 0 | -4 | -10
CCCCOc1ccccc1N | 11 | -0.4 | -0.7 | 1 | -5 | -0.6 | -4 | -5 | 1 | 0
NCCNCCNCCN | -8 | -13 | -0.6 | -6 | 7 | 1.9 | -8 | -3 | -46 | -4
CC(C)C(NC(=O)/C=C/c1ccc(F)cc1)C(C)C | -5 | -2.1 | -1.0 | 0 | -10 | 0.2 | 1 | -7 | 0 | -4
CCOC(=O)c1sc(N(Cc2ccccc2)C(=O)CSc2nnc(C3CC3)n2N)nc1C | 19 | 0.8 | -1.8 | -2 | 2 | 0.6 | -1 | 5 | -1 | -12
C=CCn1c(=O)/c(=C/c2ccc(O)cc2)s/c1=C(/C#N)c1nnc2n1CCCCC2 | -284 | 1.0 | 0.1 | -2 | -186 | 1.5 | 4 | 11 | -64 | -2
Cc1cc(C)nc(N/N=C/c2cc3c(cc2[N+](=O)[O-])OCO3)n1 | 2 | 1.8 | -0.3 | 0 | -13 | 1.2 | -4 | -1 | -23 | -4
Cc1cc(NC(=O)CSCC(=O)Nc2ccccc2Oc2ccccc2)no1 | -6 | 0.3 | 0.0 | -1 | 5 | -0.6 | 3 | -8 | 0 | -6
S=c1[nH]nc(C2CCCCC2)n1/N=C/c1ccc(Br)cc1 | 2 | 1.3 | 0.2 | 5 | 0 | 0.9 | 1 | -7 | -1 | 0
CC(=O)Nc1ccc(S(=O)(=O)NCCc2ccc(F)cc2)cc1 | -3 | -2.1 | -0.1 | -4 | 1 | 1.8 | -1 | 10 | 2 | -1
O=C(N/N=C\c1ccc(O)c([N+](=O)[O-])c1)c1ccccc1-n1cccc1 | 4 | -4.4 | -1.5 | -1 | 1 | 6.6* | 10 | 1 | -17 | -19

Two successive entries from above, quoted:
SMILES | E coli Lon inh | LMPTP inh | Tb MetRS inh | STEP inh | NRP1-CendR mod | MsrA inh | DNMT1 block | Scp-1 inhibitor | SUMO1-SIM PPI | bovine MsrA act
CC(=O)Nc1ccc(S(=O)(=O)NCCc2ccc(F)cc2)cc1 | -3 | -2.1 | -0.1 | -4 | 1 | 1.8 | -1 | 10 | 2 | -1
O=C(N/N=C\c1ccc(O)c([N+](=O)[O-])c1)c1ccccc1-n1cccc1 | 4 | -4.4 | -1.5 | -1 | 1 | 6.6* | 10 | 1 | -17 | -19

Carrying on.
SMILES | E coli Lon inh | LMPTP inh | Tb MetRS inh | STEP inh | NRP1-CendR mod | MsrA inh | DNMT1 block | Scp-1 inhibitor | SUMO1-SIM PPI | bovine MsrA act
COCCCNC(=O)/C(C#N)=C/c1c(N2CCN(C)CC2)nc2ccccn2c1=O | -3 | -4.9 | -1.2 | -3 | 0 | 1.4 | 3 | -1 | -20 | -4
CCOc1ccccc1OCCCC(=O)N(CC)CC(=O)Nc1ccc(NC(C)=O)cc1 | 0 | 1.1 | -0.4 | -2 | -14 | 0.9 | -2 | -2 | -1 | -1
O=C(O)c1cc(=S)nc[nH]1 | -12 | -2.3 | -0.2 | -4 | 5 | 3.1 | 1 | 1 | 21 | 4
O=C(Nc1oc2ccccc2c(=O)c1-c1ccccc1)c1ccco1 | 13 | -1.9 | 0.2 | 1 | -14 | 3.5 | 3 | / | 6 | -1
CCOc1ccccc1OCC(=O)OCc1csc(CC(=O)Nc2ccccc2C)n1 | -10 | -0.5 | -0.4 | -1 | -5 | -0.6 | -5 | 0 | 3 | -4
COc1ccccc1Nc1nc(N)nc(CN2CCc3ccccc3C2)n1 | 9 | 1.7 | -0.1 | -5 | -12 | 2.4 | -4 | -2 | 1 | -1
O=C(Cc1ccccc1)Nc1ccc(C(=O)Nc2ccccc2C(=O)O)cc1 | -4 | 0.7 | 0.6 | -1 | 4 | -0.4 | 1 | -13 | 19 | -1
CC(C)(c1ccc(O)cc1)c1ccc(O)c(C(=O)O)c1 | 5 | -1.8 | 0.3 | -3 | -5 | 0.0 | -3 | / | 6 | -5
O=c1oc(-c2ccc(O)c(O)c2)cc2cccc(O)c12 | 2 | 4.1 | -1.0 | 1 | -16 | 1.5 | 7 | 1 | -19 | -3
OC(Cc1ccccc1)c1ncc(-c2ccc3ccccc3c2)[nH]1 (stereo unspecified) | 7 | 2.2 | 0.0 | 4 | 2 | / | -11 | / | -9 | 2

From PubChem BioAssay
